Hck-Nef inh: inhibitors of Nef-activated human Hck kinase, primary screen, biochemical, Z-Lyte FRET, 384-well, Hck-YEEI; AID 463187, 2010; inhibition, % at 20 µM; Recombinant Hck-YEEI plus Nef, Z-Lyte FRET kinase assay; actives 0.68% (n = 220,000);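 active means Hck-Nef kinase inhibition above about 50%, limit read from the data; inactive means inhibition below that limit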;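 further: 0% = DMSO with Hck plus Nef and 100% = Hck alone without Nef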
Runt-SMMHC FRET: inhibitors of RUNX1 Runt–CBFb-SMMHC binding, primary screen, biochemical, FRET, Cerulean-Runt, Venus-CBFb-SMMHC, uHTS; Cerulean-Runt/Venus-CBFb-SMMHC FRET ratio 530/480, 1 h; AID 1434, 2008; inhibition, % at 20 µM; actives 0.74% (n = 220,000); Runt-related transcription factor 1 (Homo sapiens) + Core-binding factor subunit beta …;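 active means mean inhibition across duplicate retests at 20 µM reaching about 50%, limit read from the data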;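 further: 0% = DMSO wells and 100% = wells with excess untagged CBFb-SMMHC; inhibitors lower the FRET ratio by blocking Runt binding to CBFb-SMMHC; some results filed as inactive read as strong as hits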
Runt-CBFb FRET: inhibitors of RUNX1 Runt–CBFb binding, primary screen, biochemical, FRET, Cerulean-Runt, Venus-CBFb, uHTS | Cerulean-Runt/Venus-CBFb FRET ratio 530/480, 1 h | inhibition, % at 20 µM | actives 0.46% (n = 220,000);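 active means inhibition over about 50% at 20 µM in the single-dose screen, limit read from the data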;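 further: 0% = DMSO wells and 100% = excess unlabeled CBFb competitor control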
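test system = Cerulean-tagged RUNX1 Runt domain (FRET donor) fusion protein | reagent = Venus-CBFb binding partner, 100 nM | incubation = protein complex preformed 1 h, compound exposure 1 h, room temperature, dark | detection = FRET fluorescence | read-out basis = loss of energy transfer signal | controls = 5 µM unlabeled CBFb as full-inhibition high control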
FXIIa inh 1536: human FXIIa protease inhibitors, primary screen, biochemical, 1536-well; AID 800, 2007; inhibition, % at 5 µM; purified FXIIa, Boc-QGR-AMC fluorogenic substrate, 2 h; actives 0.3% (n = 220,000); Coagulation factor XII (Homo sapiens), P00748; in the data active means inhibition above about 40%;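 further: 0% = enzyme with no compound and 100% = blank without enzyme; many of its hits are not listed in these tables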
Thrombin inh: human alpha-thrombin inhibitors, primary screen, counter-screen for coagulation protease inhibitor project, biochemical, 1536-well, fluorogenic AMC substrate | Boc-VPR-AMC fluorogenic substrate cleavage | inhibition, % at 5 µM | actives 0.26% (n = 220,000) | AID 1046, 2008;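 active means inhibition at or above 40%; inactive means inhibition below 40%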;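 further: 0% = enzyme with no compound and 100% = wells without enzyme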
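System: Human alpha-thrombin protein | Medium: pH 7.5 Tris (50 mM) with NaCl 150 mM, Tween 20 0.05% | Times: Enzyme reaction carried out at room temperature | Detection: AMC fluorescence, 355/460 nm | Evaluation: Percent inhibition scaled between no-compound controls and no-enzyme blanks | Benchmarks: Enzyme without compound as high, wells lacking enzyme as low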
FXIa inh: human FXIa protease inhibitors, primary screen, biochemical, 1536-well | actives 0.14% (n = 220,000) | purified FXIa, Boc-Glu-Ala-Arg-AMC fluorogenic substrate | Coagulation factor XI (Homo sapiens), P03951 | inhibition, % at 5 µM;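 active means inhibition of at least 40%; inactive means inhibition below 40%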;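 further: fluorescence of freed AMC excited at 355 nm; 0% = enzyme without compound and 100% = no enzyme blank; many of its hits are not listed in these tables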
Target sequence (P03951 19-387 limits assumed): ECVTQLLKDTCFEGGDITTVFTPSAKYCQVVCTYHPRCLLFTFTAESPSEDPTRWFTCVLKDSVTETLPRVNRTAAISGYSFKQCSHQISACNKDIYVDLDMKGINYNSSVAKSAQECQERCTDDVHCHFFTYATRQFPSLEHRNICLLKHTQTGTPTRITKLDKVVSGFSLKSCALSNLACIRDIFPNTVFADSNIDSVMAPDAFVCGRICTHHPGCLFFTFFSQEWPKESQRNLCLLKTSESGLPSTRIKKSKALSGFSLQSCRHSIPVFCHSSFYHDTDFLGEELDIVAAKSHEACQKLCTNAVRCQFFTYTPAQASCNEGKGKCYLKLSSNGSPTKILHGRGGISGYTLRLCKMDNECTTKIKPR
Target sequence (P03951 388-625 limits assumed): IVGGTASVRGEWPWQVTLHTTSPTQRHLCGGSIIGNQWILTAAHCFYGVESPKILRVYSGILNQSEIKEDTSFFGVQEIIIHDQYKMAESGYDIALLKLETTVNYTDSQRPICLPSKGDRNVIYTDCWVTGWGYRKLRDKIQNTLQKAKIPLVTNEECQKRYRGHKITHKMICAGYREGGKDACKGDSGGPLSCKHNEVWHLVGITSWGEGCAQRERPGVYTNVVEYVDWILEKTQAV
KLK5 inh: human KLK5 protease inhibitors, primary screen, biochemical, 1536-well | Kallikrein-5 (Homo sapiens), Q9Y337 | recombinant hK5, fluorogenic AMC substrate cleavage | inhibition, % at 5 µM | actives 0.59% (n = 210,000) | AID 873, 2007;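 active means inhibition of 40% or more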;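 further: 0% = enzyme controls without compound and 100% = no-enzyme blanks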
Target sequence (Q9Y337 67-293 limits assumed): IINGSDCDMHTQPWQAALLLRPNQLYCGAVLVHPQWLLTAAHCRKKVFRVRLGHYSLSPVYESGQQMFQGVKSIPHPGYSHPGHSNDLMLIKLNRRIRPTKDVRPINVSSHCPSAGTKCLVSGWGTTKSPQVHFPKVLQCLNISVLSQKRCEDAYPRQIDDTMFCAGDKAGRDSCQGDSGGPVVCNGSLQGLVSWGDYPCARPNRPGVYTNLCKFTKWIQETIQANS
14-3-3 Bad PPI: inhibitors of 14-3-3 zeta/Bad binding, primary screen, biochemical, TR-FRET, bovine 14-3-3 zeta. actives 0.71% (n = 220,000). inhibition, % at 21.7 µM. TR-FRET 14-3-3zeta/Dy647-pBad peptide displacement, 1 h. 14-3-3 protein zeta/delta (Bos taurus), P63103;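 active means inhibition above about 70%, limit read from the data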;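 further: 0% = full 14-3-3 plus peptide FRET controls and 100% = background without 14-3-3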
Target sequence (P63103 whole entry, looked up): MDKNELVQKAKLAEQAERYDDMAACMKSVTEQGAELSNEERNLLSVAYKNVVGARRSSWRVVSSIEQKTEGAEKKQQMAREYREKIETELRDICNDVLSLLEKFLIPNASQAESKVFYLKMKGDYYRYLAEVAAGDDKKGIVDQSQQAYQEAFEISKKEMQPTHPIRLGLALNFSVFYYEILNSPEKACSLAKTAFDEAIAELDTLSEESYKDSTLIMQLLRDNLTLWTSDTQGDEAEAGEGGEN
Wee1 degr inh: Wee1 degradation inhibitors, primary screen, cell-based, HeLa, Wee1K328M-luciferase, luminescence | HeLa Luc-Wee1K328M stability; 100% = proteasome inhibitor MG132 effect | actives 1.2% (n = 220,000) | reporter increase, % at 5 µM;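 active means activation above the mean of all tested compounds plus 3 SD, set per screening run, cut at about 8.8% in these data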;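 further: cells exposed to compound for 20 h before luminescence read; 0% = DMSO alone and 100% = MG132 at 30 µM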
* marks the source's active call; other numbers are inactive results; · = no result given; [ ] = dose if it differs, or a comment.

SMILES	Hck-Nef inh	Runt-SMMHC FRET	Runt-CBFb FRET	FXIIa inh 1536	Thrombin inh	FXIa inh	KLK5 inh	14-3-3 Bad PPI	Wee1 degr inh
COCC(=O)Nc1nc2n(n1)C(c1ccccc1)CC(c1ccc(OC)cc1)N2 (stereo not given)	-2	-46	-8	-7	-3	-8	-26	-13[fluorescence artefact?]	-1
Cc1ccc(C(=O)NNC(=O)c2cccs2)cc1	4	2	-1	-1	-6	-5	-12	1	4
COC(=O)c1ccc(Cn2cnc3c(sc4nc(N5CCOCC5)c5c(c43)CCCC5)c2=O)o1	-2	-6	-7	16	0	3	-6	-3	-1
O=C(COC(=O)c1c2ccccc2cc2ccccc12)NCC(F)(F)F	12	1	0	12	2	9	-11	-14	0
CN(Cc1nc(-c2ccc3c(c2)OCO3)no1)CC1(N2CCOCC2)CCCCC1	21	1	-3	11	-4	0	3	-1	2
Cc1ccc(-n2nc3c(n2)/C(=N/O)CC/C3=N\O)cc1	0	-1	0	11	5	7	-4	2	1
COc1cccc(C(c2nnnn2Cc2ccc(F)cc2)N2CCC(C(N)=O)CC2)c1OC (stereo not given)	-3	3	-2	12	-11	15	-20	77*	1
CCn1c2ccccc2c2cc(C3N=C(N)Nc4nc5ccccc5n43)ccc21 (stereo not given)	1	5	-1	13	-17	-4	-7	35	0
Cc1ccc(C)c(NC(=S)NNC(=O)c2csc(C)c2C)c1	2	2	0	0	-10	0	-68	-5[fluorescence artefact?]	0
CCc1cccc(NC(=O)c2ccc(CNc3c(N4CCCC4)c(=O)c3=O)cc2)c1	18	3	-4	5	-8	-4	-1	6	-2
COCCNC(=S)N1CCc2cc(OC)c(OC)cc2C1c1cccs1 (stereo not given)	26	-5	2	1	2	-5	-22	-8	0
Cc1cccc2cc(C(c3nnnn3Cc3ccccc3)N3CCN(c4ccccc4)CC3)c(=O)[nH]c12 (stereo not given)	-1	-1	51*	12	13	7	-2	-7[fluorescence artefact?]	-1
Cc1nn(C)cc1NC(=O)c1nn(C)cc1[N+](=O)[O-]	0	0	-1	20	1	4	25	-10[fluorescence artefact?]	3
CC(=O)Nc1ccc(SC[C@H](CC(C)C)N2CCN(CCc3ccccc3)CCC2=O)cc1	20	-2	7	-1	-3	-4	-3	-2	·
O=C(O)c1ccc(Nc2nc(-c3ccccc3)cs2)cc1	28	0	-1	13	1	2	7	-12	0
CCCC(=O)NCCCCNC(=O)CCC	6	-1	-1	32	-8	22	-9	-1	2
Cc1ccc(NC(=O)c2ncn[nH]2)cc1	26	-2	-1	12	·	4	-1	-6	3
Cc1ccc(NC(=O)CC2NCCN(Cc3ccccc3)C2=O)cc1 (stereo not given)	8	-1	2	8	-4	2	2	-15	0
O=C(CC1NCCc2ccccc21)Nc1ccc(Oc2ccccc2)cc1 (stereo not given)	-6	3	1	5	-12	-5	-4	-2	-1
CCN(CC)S(=O)(=O)c1ccc(-c2csc(C)n2)s1	4	-2	0	2	-8	-1	-5	-10	-3

Structures above printed as active in Runt-CBFb FRET.
SMILES	Hck-Nef inh	Runt-SMMHC FRET	Runt-CBFb FRET	FXIIa inh 1536	FXIa inh	KLK5 inh	14-3-3 Bad PPI	Wee1 degr inh
Cc1cccc2cc(C(c3nnnn3Cc3ccccc3)N3CCN(c4ccccc4)CC3)c(=O)[nH]c12 (stereo not given)	-1	-1	51*	12	7	-2	-7[fluorescence artefact?]	-1

(next part)
SMILES	Hck-Nef inh	Runt-SMMHC FRET	Runt-CBFb FRET	FXIIa inh 1536	Thrombin inh	FXIa inh	KLK5 inh	14-3-3 Bad PPI	Wee1 degr inh
CCOC(=O)c1ccc(N2CCOCC2)c(NC(=O)c2c(-c3ccccc3)noc2C)c1	-7	-5	-3	11	2	5	2	0	10*
O=C(O)C1CC=CCC1C(=O)NCCc1cccc(Cl)c1 (stereo not given)	-14	-6	0	-10	-12	-1	3	-10	3
CC(C)OC(=O)CC1=NC(=O)CS1	-5	-2	0	14	0	8	4	5	-2
CCCc1c(NC(=O)Nc2ccc(F)cc2)cnn1-c1ccccc1	-5	0	-2	6	-7	2	-5	-7	1
C=CCSc1nc2ccccc2n1S(=O)(=O)c1ccc(Cl)cc1	7	·	·	20	19	1	4	20[fluorescence artefact?]	6
Cc1cc(NC(=O)c2cncc(Br)c2)no1	0	-3	0	0	2	0	-16	-1[fluorescence artefact?]	-3
COCCn1cnnc1SCC(=O)Nc1sccc1C(N)=O	23	-3	2	4	-2	-1	-1	-1	-1
Cc1cc(C(=O)CSc2nnnn2-c2ccc(Cl)cc2)c(C)n1CC1CCCO1 (stereo not given)	2	-6	0	-12	-3	-13	-6	1	-1
CCOc1cc(S(=O)(=O)NCc2ccccc2)ccc1Br	1	0	-2	1	-2	-6	-8	2	-2
Cc1ccc(Cn2nc(C)c(NC(=O)CCCn3nc([N+](=O)[O-])c(Cl)c3C)c2C)cc1	4	1	-2	3	1	1	-6	12	-2
CN1CCN(C(c2cccc(Cl)c2)c2ccccc2Cl)CC1 (stereo not given)	3	2	-2	6	1	2	-23	-13	-2
CCOCc1nc(N)[nH]c(=O)c1Cc1ccc(OC(C)C)cc1	7	0	0	10	2	2	-4	-15	4
Cc1ccc(NC(=O)CSc2nnc(C3COc4ccccc4O3)o2)c(Cl)c1 (stereo not given)	21	1	0	0	0	-4	-9	-16	0
Cn1nc(-c2ccc(C(=O)N3CCN(CCO)CC3)cc2)c2ccccc2c1=O	0	-2	-1	21	1	6	24	-7	0
COc1ccccc1/C=C/C=N/NC(=O)Cc1cccs1	2	-1	-2	11	1	5	-15	-3	0
CC1CCCN(c2cc3c(cc2[N+](=O)[O-])C(=O)N(c2ccccc2)C3=O)C1 (stereo not given)	4	-1	-5	9	3	5	-20	-21[fluorescence artefact?]	2
Cc1ccc(C(=O)NCCn2cc(SCC(=O)Nc3nnc(C)s3)c3ccccc32)cc1	5	-1	-2	16	-2	6	-7	-3	-1
CCCC1=C(C(=O)OCC)C(c2c(C)nn(-c3ccccc3)c2Cl)C(C#N)=C(N)O1 (stereo not given)	-1	-6	0	10	0	1	-26	1	2
Cc1ccc(Nc2nc(N)nc(CSc3ncccn3)n2)cc1	-1	-2	-1	-6	-2	0	-5	3	7
CCOC(=O)N1CCN(S(=O)(=O)c2ccc3[nH]c(=O)oc3c2)CC1	-10	-3	0	3	-8	-1	-1	-8	-2
Cc1ccc(OCCOc2ccc(Cl)cc2Cl)c([N+](=O)[O-])n1	1	-6	-1	21	5	7	2	-7[fluorescence artefact?]	1
Cn1c(=O)c(=O)n(C)c2cc(S(=O)(=O)N3CCC(Cc4ccccc4)CC3)ccc21	1	-6	-2	-2	-8	-11	-17	23[fluorescence artefact?]	-3
COc1ccc(CCN2C(=O)C(Oc3ccccc3C)C2c2ccc3c(c2)OCO3)cc1 (stereo not given)	0	-8	1	2	-8	-2	-9	-1	0
CC1(C)OC(=O)N(CCC(=O)Nc2cccc(F)c2)C1(C)O (stereo not given)	1	1	0	4	5	-3	-4	-11	-2
COc1ccc2nc3oc(C(=O)NCc4cccs4)cc3cc2c1	4	3	0	12	-1	2	-2	14[fluorescence artefact?]	6
COc1ccc(SCCc2ccncc2)cc1	27	3	4	8	5	-5	-3	1	0
CCCOc1ccc2cc(-c3ccccn3)c(=O)oc2c1	39	26	10	-27	-21	1	-65	-3[fluorescence artefact?]	-4
CCOc1ccc(C(=O)NC2CCN(C(=O)N3CCCC3)CC2)cc1	8	0	-1	8	-2	5	-9	-1	0
O=C(NCc1ccccn1)c1cc(-c2ccc(Cl)cc2)nc2ccccc12	5	-4	-8	14	-1	6	-9	-12[fluorescence artefact?]	-3
O=c1cc(N2CCc3ccccc3C2)[nH]c(=O)n1Cc1ccc(F)cc1	0	16	2	4	-2	5	12	2	0
Cc1nc2ccccc2n1CCc1nc2c3ccccc3nc(SCC#N)n2n1	-1	8	-4	3	-5	0	-20	10	3
CC(=O)c1ccc(OCCCC(=O)OCC(=O)N2CCN(c3ccccc3)CC2)cc1	2	1	-1	13	4	7	9	9	0
Cc1ccc(S(=O)(=O)N(C)C)cc1NC(=O)Cn1c(CN2CCOCC2)nc2ccccc2c1=O	9	0	0	12	0	1	4	-8	-1
COc1cc(C2CC(=O)c3c(ccc4ccccc34)N2)ccc1O (stereo not given)	0	-1	2	9	-2	5	-8	-6[fluorescence artefact?]	-2
CSc1nc2c(c(=O)n1Cc1ccccc1)SC(C)C2 (stereo not given)	7	-2	-2	10	1	-4	1	-13	4
N#CC1=C(S)N(c2ccccc2)C(c2ccc(-c3cccc(Cl)c3)o2)NC1=O (stereo not given)	5	10	19	6	0	10	-11	48	1
Nc1c(C(=O)N/N=C/c2ccc([N+](=O)[O-])cc2)cnn1-c1ccccc1	2	-2	0	3	-4	-2	3	0	2
CC(=O)c1c(N)nc2n(c1=O)CCCCC2	3	-2	4	-4	-1	-4	-8	-3	0
CCOC(=O)C(NCc1ccccc1OC)(NC(=O)c1ccccc1)C(F)(F)F (stereo not given)	0	0	-1	13	0	-2	7	4	-1
Cc1ccc2c(c1)[C@H]1OCC[C@H]1[C@@H](c1ccncc1)N2	2	-3	0	-6	-7	-12	-5	2	0

3 compounds from above, limited to Thrombin inh, Wee1 degr inh and FXIa inh:
molecule,Thrombin inh,Wee1 degr inh,FXIa inh
C=CCSc1nc2ccccc2n1S(=O)(=O)c1ccc(Cl)cc1,19,6,1
Cc1cc(NC(=O)c2cncc(Br)c2)no1,2,-3,0
COCCn1cnnc1SCC(=O)Nc1sccc1C(N)=O,-2,-1,-1

(list continues)
SMILES	Hck-Nef inh	Runt-SMMHC FRET	Runt-CBFb FRET	FXIIa inh 1536	Thrombin inh	FXIa inh	KLK5 inh	14-3-3 Bad PPI	Wee1 degr inh
O=C(OCn1ncc(Br)c(Br)c1=O)c1c(F)cccc1F	3	0	8	10	4	2	4	-7	3
CC1(C(=O)CSc2nc3ccccc3s2)CCC(=O)O1 (stereo not given)	1	-3	4	14	-2	-5	3	46	1
Cc1cc(C)c(NC(=O)CN(c2ccccc2)S(=O)(=O)N(C)C)c(C)c1	0	0	2	8	-4	-5	-43	-14	3
COc1ccc2cc(C(c3nnnn3C(C)(C)C)N3CCc4ccccc4C3)c(=O)[nH]c2c1 (stereo not given)	7	-34	-18	2	-2	1	-2	15[fluorescence artefact?]	0
CCCCn1c(SCC(=O)N2c3ccccc3Sc3ccccc32)nc2c1c(=O)n(C)c(=O)n2C	7	-2	-5	17	2	12	2	7[fluorescence artefact?]	-2
Cc1ccc(-c2[nH]c3ccccc3c2SCCN)cc1	17	0	2	6	-8	-1	0	-11	-1

Assay outcomes (PubChem)
